Screening results deposited in PubChem by NMMLSC.
Bcl-2 Bim block: human Bim-Bcl-2 interaction inhibition; Bead-based flow cytometry, Bim peptide-Bcl-2 binding; AID 950; 0.06% of 190,000 active; inhibition, % at 10 µM; P10415; in the data active means inhibition above about 40%; inconclusive means no clear call, values can overlap the other calls;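 further: 0% = no compound wells with probe peptide and 100% = reference peptide inhibitor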
Target sequence (P10415 whole entry, looked up): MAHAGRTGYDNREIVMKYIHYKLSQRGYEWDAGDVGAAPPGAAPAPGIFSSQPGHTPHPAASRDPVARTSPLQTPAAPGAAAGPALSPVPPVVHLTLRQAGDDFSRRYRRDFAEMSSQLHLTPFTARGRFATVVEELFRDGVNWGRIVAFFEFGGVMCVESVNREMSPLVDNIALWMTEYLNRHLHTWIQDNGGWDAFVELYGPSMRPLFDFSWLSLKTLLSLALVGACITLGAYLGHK
RGS8-Gao reg: modulates binding of RGS8 to human Galphao; P09471; multiplexed bead flow cytometry; actives lie on both sides; response (percent of control binding), % at 10 µM; 0.34% of 220,000 active; AID 1423; in the data active means response below about 60% or above about 140%; inactive means in between;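 further: Galphao activated as the GDP aluminium fluoride complex binding bead-coupled RGS8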
ABCG2 inh: inhibitors of human ABCG2 transporter, ABCB1 counter-screen | Q9UNQ0 | IgMXP3 cells, JC-1 efflux, flow cytometry | inhibition, % at 6.6 µM | 0.1% of 190,000 active | AID 1325;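 active means inhibition above 80%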;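 further: 0% = DMSO and 100% = nicardipine control wells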
Target sequence (Q9UNQ0 whole entry, looked up): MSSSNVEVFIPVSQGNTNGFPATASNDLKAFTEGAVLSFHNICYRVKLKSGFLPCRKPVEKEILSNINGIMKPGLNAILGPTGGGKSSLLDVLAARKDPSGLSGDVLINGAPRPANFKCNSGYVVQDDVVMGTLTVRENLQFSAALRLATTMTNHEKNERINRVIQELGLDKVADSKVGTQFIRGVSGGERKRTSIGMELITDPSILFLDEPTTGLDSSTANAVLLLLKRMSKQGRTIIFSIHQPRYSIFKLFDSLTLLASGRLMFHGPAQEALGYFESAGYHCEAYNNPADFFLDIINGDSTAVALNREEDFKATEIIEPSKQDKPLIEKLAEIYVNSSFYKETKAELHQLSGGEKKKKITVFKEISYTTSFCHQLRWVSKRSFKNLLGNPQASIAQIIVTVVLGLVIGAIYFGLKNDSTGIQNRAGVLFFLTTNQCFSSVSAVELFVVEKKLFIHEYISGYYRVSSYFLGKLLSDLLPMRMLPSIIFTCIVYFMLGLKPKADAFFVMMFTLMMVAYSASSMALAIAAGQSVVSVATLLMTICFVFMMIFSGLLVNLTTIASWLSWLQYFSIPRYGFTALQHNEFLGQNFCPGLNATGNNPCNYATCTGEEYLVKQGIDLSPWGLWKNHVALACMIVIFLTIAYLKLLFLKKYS
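Assay system – ABCG2 IgMXP3 and barcoded ABCB1 CCRF-Adr cell mix · Input – 3 million cells/mL in well · Reagent – JC-1 fluorescent substrate · Compound – single test compound dose, 6.6 µM final · Timing – 10 min exposure at 25 °C with rotation, no wash · Detection – flow cytometry of retained JC-1 fluorescence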
ABCB1 inh: blocks JC-1 efflux by human ABCB1 transporter | inhibition, % at 6.6 µM | CCRF-Adr cells, flow cytometry | P08183 | AID 1326 | 0.067% of 190,000 active; in the data active means inhibition above about 40%;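 further: 0% = vehicle and 100% = reference inhibitor; higher value means more JC-1 retained so stronger ABCB1 efflux block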
RGS4-Gao reg: human RGS4-Galphao interaction regulation. P09471. 0.33% of 220,000 active. Multiplexed bead flow cytometry, RGS4-Galphao binding; actives lie on both sides. binding response (% of control), % at 10 µM; in the data active means binding response below about 49% or above about 150%; inactive means in between;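 further: fluorescent Galphao activated with aluminum fluoride binding bead-coupled RGS4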
RGS7-Gao reg: modulates binding of RGS7 to human Galphao; binding response (% of control), % at 10 µM; P09471; 0.35% of 220,000 active; Multiplexed bead flow cytometry; actives lie on both sides; AID 1439; in the data active means binding response below about 49% or above about 150%; inconclusive means no clear call, values can overlap the other calls; inactive means in between;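 further: fluorescent Galphao held in activated GDP-AlF4 state binding bead-coupled RGS7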
Bcl-W Bim block: human Bim-Bcl-W interaction inhibition | inhibition, % at 10 µM | Q92843 | 0.02% of 190,000 active | bead-based flow cytometry, Bim peptide-Bcl-W binding | AID 952;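 further: 0% = bound tracer without compound and 100% = peptide blocker; higher means less fluorescent Bim peptide bound to Bcl-W beads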
Target sequence (Q92843 whole entry, looked up): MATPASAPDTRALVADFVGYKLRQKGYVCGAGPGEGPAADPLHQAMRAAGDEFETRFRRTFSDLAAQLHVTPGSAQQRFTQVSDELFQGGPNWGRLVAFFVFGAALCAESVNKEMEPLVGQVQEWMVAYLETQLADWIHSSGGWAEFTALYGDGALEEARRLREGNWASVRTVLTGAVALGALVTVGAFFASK
Bcl-XL Bim block: disrupts Bim peptide binding to human Bcl-XL; Q07817; bead flow cytometry, fluorescence; inhibition, % at 10 µM; 0.04% of 190,000 active; AID 1007
Bim-Bfl-1: disrupts Bim binding to human Bfl-1; Q16548; Bead-based flow cytometry, Bim-Bfl-1 binding inhibition; inhibition, % at 10 µM; 0.12% of 190,000 active;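 further: 0% = wells without compound plus tracer and 100% = blocker peptide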
GSH bead fluor: compound fluoresces at 488/530 nm on GSH beads | GSH beads flow cytometry, compound fluorescence 488/530 nm; active compounds read high | fluorescence (KMESF) at 10 µM | 0.25% of 190,000 active | AID 1776; in the data active means fluorescence above about 89;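 further: glutathione beads carrying GST-tagged Bcl family fusion proteins plus one bare bead set; values are compound well signal with DMSO vehicle wells as background; inactives centre near 16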
Bcl-B Bim block: human Bim-Bcl-B interaction inhibition; bead-based flow cytometry, Bim peptide-Bcl-B binding; 0.073% of 190,000 active; inhibition, % at 10 µM; Q9HD36;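 further: 0% = tracer peptide without compound and 100% = reference inhibitor peptide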
An asterisk follows results filed as active; ? = inconclusive; · = not tested or not shown; [ ] = dose if it differs, or a comment. Unless noted, no stated cut-off is given here; in the data, active means inhibition above about 40%.

SMILES	Bcl-2 Bim block	RGS8-Gao reg	ABCG2 inh	ABCB1 inh	RGS4-Gao reg	RGS7-Gao reg	Bcl-W Bim block	Bcl-XL Bim block	Bim-Bfl-1	GSH bead fluor	Bcl-B Bim block
c1ccc(C2C/C(=N\N3CCOCC3)c3ccccc3O2)cc1 (stereo not given)	0	103	2	-0.8	102	103	-1	-4	-3	10	-2
O=C(CNC(c1ccccc1)c1ccccc1)Nc1cc([N+](=O)[O-])ccc1Cl	-7	102	4	3.0	102	102	-2	-7	-1	9	-6
CCOc1ccc(/C(O)=C2/C(=O)C(=O)N(Cc3cccnc3)C2c2ccc(N(C)C)cc2)c(C)c1 (stereo not given)	-6	99	1	0.2	100	103	2	-3	-11	4	-5
O=C(C[n+]1cccc(/C=N/O)c1)N1CCCc2ccccc21	-3	97	0	0.0	98	100	-1	-2	-3	12	-4
CCOC(=O)C1CCN(c2c(-c3ccccc3)c3cc(Cl)ccc3[nH]c2=O)CC1	-6	107	40	1.9	102	103	-4	-7	-6	14	-6
CC(=O)NC(CCS(C)(=O)=O)C(=O)Nc1ccccc1Cl (stereo not given)	-9	101	6	1.5	97	96	0	-9	-16	34	-8
COc1cc(NS(=O)(=O)c2ccc(Cl)cc2)c(C(=O)O)cc1OC	0	100	3	-0.1	105	104	-1	-2	-2	26	-6
Nc1ncnc2c1ncn2[C@H]1C[C@H](O)[C@@H](COP(=O)(O)O)O1	-2	104	-1	0.3	102	100	-2	-4	-1	21	-6
Cc1ccc(NC(=O)c2ccc(F)cc2)nc1	-7	101	3	0.5	93	94	-4	-2	-7	10	-2
O=C(c1cccc(Cl)c1)N(Cc1cccs1)C1CCS(=O)(=O)C1 (stereo not given)	-4	101	0	0.4	103	101	-1	-2	0	21	-5
Cc1nnc(SCC2=C(C(=O)O)N3C(=O)C(NC(=O)c4cc(F)c(F)cc4Cl)C3SC2)s1 (stereo not given)	-3	101	-1	-0.3	99	97	-3	-7	1	65	-6
O=C1N=C(N2CCCCC2)S/C1=C/C1=Cc2ccccc2OC1	0	101	22	4.0	99	?	0	0	-2	9	-5
CC(OC(=O)CNC(=O)c1ccc2c(c1)OCO2)C(=O)NCCC1=CCCCC1 (stereo not given)	-14	106	-1	-0.2	104	110	-1	-14	-12	25	-12
COc1ccc(-c2[nH]c(-c3ccc(F)cc3)nc2SCC(=O)NC2CCCC2)cc1	-4	·	0	0.2	·	·	-4	0	0	18	-5
Cc1cc(-n2nc(C)cc2C)nc(N)n1	-6	101	0	-2.2	102	102	-3	-18	-12	36	-6
CCCN1Cc2cccc(C(=O)NCc3cccs3)c2C1=O	6	92	3	0.7	92	96	12	1	4	57	5
COC(=O)c1nn(-c2cccc(C)c2)c2nnc(Cc3ccc(C)cc3)c(=O)n12	2	85	13	1.4	91	98	-1	0	-1	7	1
Cc1ccccc1-n1cnnc1SCC(=O)Nc1cccnc1Cl	3	103	3	0.6	102	102	1	0	-2	15	0
COc1ccc(CNC(=O)CCSc2ccc(F)cc2)cc1OC	-1	105	0	-0.2	103	107	-1	-1	-4	7	-3
CN(Cc1ccco1)C(=O)c1ccc(N2CCCC2=O)cc1	-8	102	0	0.0	104	115	1	-7	-9	32	-10
C[C@@H]1CN(CCCn2c3ccccc3c3ccccc32)C[C@H](C)N1	-2	103	0	·	104	101	-3	-2	1	69	-1
C/C(=N\N=C(N)N)c1cccc(Cl)c1	-6	95	0	-0.2	96	102	1	-2	-4	15	-2
Clc1ccc(-c2nnc3sc(Cc4cccs4)nn23)cc1	14	92	3	0.2	89	93	-2	-4	2	18	0
CCN(CC)C(=O)CCc1nnc(Cc2cccc(C(F)(F)F)c2)o1	0	94	15	0.3	101	100	0	1	3	12	0
Cc1ccc(C(=O)O)cc1NC(=S)NC(=O)c1ccc([N+](=O)[O-])cc1Cl	-5	103	2	1.3	106	106	-8	-10	0	10	-11
Fc1c(F)c(C(F)(F)F)c(F)c(F)c1N1CCN(c2ccc3nnc(C(F)(F)F)n3n2)CC1	0	104	3	0.3	106	101	3	-1	-2	11	1
O=C(c1cc(-c2ccccc2)nc2ccccc12)N1CCc2ccccc2C1	-19	104	13	1.8	104	105	-19	-27	-18	9	-39
CCNC(=S)Nc1cccc(Cl)c1C	-5	100	2	0.3	100	97	-1	-13	-15	33	-13
O=C(c1cc2c([nH]c1=O)CCCC2)N1CCc2c([nH]c3ccccc23)C1c1ccccc1F (stereo not given)	-2	105	3	0.8	99	101	-1	0	-8	24	-3
COCCCNC(=O)CN(Cc1ccc(Cl)cc1)S(C)(=O)=O	-5	97	-5	-3.6	95	95	-6	-12	-3	33	-9
CCn1c2ccccc2c2cc(CN3CCN(C(=O)c4ccco4)CC3)ccc21	-3	92	3	1.5	103	102	-3	-5	-3	15	-4
Cc1cc(S(=O)(=O)N2CCC(NC(=O)C34CC5CC(CC(C5)C3)C4)CC2)ccc1-n1cnnn1	0	99	24	3.5	101	102	-1	1	0	31	-1
CCOC(=O)C1=C(Cn2cnc3ccccc32)NC(=O)NC1c1ccc(Cl)cc1 (stereo not given)	-8	101	10	0.2	100	96	4	2	-12	47	-6
N#Cc1ccccc1NC(=O)CC1c2ccccc2Oc2ccccc21	-2	103	9	0.7	101	103	-4	-4	0	11	-8
N/C(COc1ncn(-c2ccccc2)n1)=N\S(=O)(=O)c1ccccc1	3	105	6	0.6	105	99	1	0	-2	15	-4
CCOC(=O)c1c(-c2ccc(C)cc2)csc1NC(=S)NC(=O)c1ccccc1	-1	117	3	0.1	123	115	-1	-4	2	65	-4
COc1cccc(C(=O)O/N=C(\C)c2cnccn2)c1	0	95	3	-0.6	96	91	-1	2	-4	10	-3
COc1cc(OC)c2c(C)cc(=O)oc2c1	7	98	5	0.3	102	99	0	1	3	22	5
CS(=O)(=O)N(CC(=O)N1CCOCC1)c1cccc([N+](=O)[O-])c1	5	94	1	1.0	95	97	-3	0	6	11	-1
COC(=O)C(Cc1cnc[nH]1)NC(=O)C1CCC(=O)N1 (stereo not given)	-3	97	1	0.3	97	93	0	-3	0	20	-2
COc1ccc(NC(=O)c2ccco2)c(OC)c1	-3	107	6	0.8	112	111	0	6	0	14	-1
O=C1CC(c2ccc(S(=O)(=O)NCCOc3ccccc3)cc2)CN1 (stereo not given)	-8	·	2	0.4	·	·	-3	-1	-12	33	-7
S=C(NCCc1ccccn1)Nc1ccc(Cl)cc1Cl	-7	100	12	0.3	100	103	-2	-4	-6	10	-7
CC(O)CNCCOc1ccccc1OCc1ccccc1 (stereo not given)	-1	112	3	0.2	113	104	0	0	4	23	2
CCc1nn2c(N3CCOCC3)cc(C)nc2c1-c1ccc(F)cc1	-5	100	11	1.1	101	101	-1	-5	-14	24	-8

Part of the list above in order of number of heavy atoms, ascending:
SMILES	Bcl-2 Bim block	RGS8-Gao reg	ABCG2 inh	ABCB1 inh	RGS4-Gao reg	RGS7-Gao reg	Bcl-W Bim block	Bcl-XL Bim block	Bim-Bfl-1	GSH bead fluor	Bcl-B Bim block
CCc1nn2c(N3CCOCC3)cc(C)nc2c1-c1ccc(F)cc1	-5	100	11	1.1	101	101	-1	-5	-14	24	-8
CCOC(=O)C1CCN(c2c(-c3ccccc3)c3cc(Cl)ccc3[nH]c2=O)CC1	-6	107	40	1.9	102	103	-4	-7	-6	14	-6
Cc1cc(S(=O)(=O)N2CCC(NC(=O)C34CC5CC(CC(C5)C3)C4)CC2)ccc1-n1cnnn1	0	99	24	3.5	101	102	-1	1	0	31	-1

Next compounds
SMILES	Bcl-2 Bim block	RGS8-Gao reg	ABCG2 inh	ABCB1 inh	RGS4-Gao reg	RGS7-Gao reg	Bcl-W Bim block	Bcl-XL Bim block	Bim-Bfl-1	GSH bead fluor	Bcl-B Bim block
Cc1cccc(C(=O)NC2CCN(CC(=O)Nc3ccc4c(c3)OCO4)CC2)c1	-3	102	2	0.5	103	100	-5	-5	-6	14	-7
COC(=O)C(C)Sc1nnc(SC(C)C(=O)OC)s1 (stereo not given)	-2	100	0	0.2	98	96	-2	0	-5	47	-3
Cc1occc1C(=O)NNC(=O)c1ccc(F)cc1	-3	100	1	0.0	99	98	0	1	-2	22	-4
Cc1cc(C)n(-c2ccc(C(=O)OCC(=O)Nc3ccc(S(=O)(=O)N4CCCCC4)cc3)cc2)n1	0	90	0	0.4	91	92	3	5	2	49	3
COc1ccc(OC)c(N/C=C2/CCCCC2=O)c1	-5	98	22	1.4	95	98	2	-3	-1	12	-7
CCOc1ccc(NC(=O)CN(C)CC(=O)NC2CCCc3ccccc32)cc1OCC (stereo not given)	-2	119	1	0.4	107	105	-2	0	-2	17	0
CCN(CC)CCN(Cc1cc2ccc(C)c(C)c2[nH]c1=O)C(=S)NCc1ccco1	-1	103	1	2.6	99	104	0	-3	-2	17	-3
CC1=NN(C(=O)CCc2ccccc2)C(c2ccccc2)C1 (stereo not given)	-3	100	6	0.6	101	111	2	-1	-3	21	-5
CSc1ncc(CN2CCc3c([nH]c4ccccc34)C2c2cccc(O)c2)cn1 (stereo not given)	1	104	2	0.9	106	104	2	3	-1	22	2
OCCNCCNCc1ccccc1OCc1ccccc1	0	100	0	-0.3	95	100	-3	-1	-5	10	-7
CCNC(=S)N1CCN(c2ccccn2)CC1	-1	100	17	0.0	98	93	6	7	7	16	13
COc1ccc(S(=O)(=O)N(C)CC(=O)N2CCC(C(N)=O)CC2)cc1Cl	-6	103	1	-0.1	103	101	3	1	-9	46	-11
Cc1ccc(S(=O)(=O)NCCC(=O)Nc2ccc3c(c2)OCO3)cc1	-2	97	2	0.0	98	100	-4	-1	3	30	-2
O=C(NNC(=O)C1CCN(c2ncccn2)CC1)c1ccncc1	0	101	-1	-0.1	103	105	0	-5	-5	24	-4
CC(C)(C)C1CCc2[nH]c3ccccc3c(=O)c2C1 (stereo not given)	-5	91	6	0.4	87	91	-1	-2	-10	4	0
O=C(N/C(=C\c1ccc(Br)cc1)c1nc2ccccc2[nH]1)c1ccco1	-12	101	6	0.7	100	99	-5	-7	-17	41	-10
CCOc1ccc(NC(=O)c2cn(-c3ccc(OCC)cc3)c(=O)c3cc(OC)c(OC)cc23)cc1	-8	104	6	1.6	101	100	2	-4	-9	5	-7
OC(c1ccc(Cl)cc1)C(O)c1nc2ccccc2[nH]1 (stereo not given)	3	141*[activator]	1	0.1	121	109	0	0	1	60	2
CCOc1ccc(-c2nnc(-c3ccco3)o2)cc1OCC	-3	96	6	1.4	100	95	0	0	-1	46	0
CC(=O)NC(CC(C)C)C(=O)NC(=O)NCc1ccccc1 (stereo not given)	-1	85	0	0.1	71	82	-1	0	-3	9	-4
COc1cc2cc(C)c3nnc(SCC(=O)Nc4cc(C)on4)n3c2cc1OC	2	105	9	0.8	107	112	3	7	-3	18	4
O=C(CSCc1ccc(Cl)cc1)NCc1ccccn1	-3	104	9	0.5	98	104	-3	-5	-2	5	-5
NC(=S)Nc1nc2ccccc2s1	0	101	4	-0.6	101	99	0	-1	-1	18	-3
Cc1cccc(Nc2nc3c(c(=O)n(C)c(=O)n3C)n2Cc2ccccc2)c1	-2	102	5	1.1	104	97	0	-7	-11	24	-7
CCn1nnnc1SCC(=O)Nc1cc(C)on1	-3	89	0	-0.2	92	93	1	-1	0	32	-6
N#C/C(=N\Nc1ccc(Cl)cc1)C(=N)N1CCCCC1	-1	96	4	0.2	92	94	0	-3	-2	14	0
